Assay outcomes (PubChem BioAssay)
Nrf2 inh = blocks Nrf2 signaling; A549 ARE-Fluc reporter, luciferase luminescence, 18-24 h; Potency, µM (top dose mostly 46 µM), for inactives: at the top dose activity change, negative = inhibition, hits mostly inhibitors; hit rate 2.1% among 360,000; further: potency means the concentration at half of the fitted maximal effect; on the % scale 0 is the no-effect control and ±100 the full control effect; nearly all actives have a fitted effect of over 60% in size
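Concentration-response testing used A549 ARE_Fluc cells at 5000 cells/well. Following an 18-24 h compound incubation, viability was read by fluorescence (Ex 405/Em 525) and luciferase output by luminescence.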
HepG2 tox = kills HepG2 cells in TGF-b inhibitor counter-screen | HepG2 CAGA-GFP viability, ATP luminescence, 18 h | Potency, µM (titrated, usually from 46.1 µM), inactives show at the highest dose activity change, negative = cytotoxicity, most hits filed as cytotoxic | hit rate 0.76% among 410,000; further: potency means the concentration at half of the fitted maximal effect; some results filed as inactive show a strong effect at the top dose
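HepG2 CAGA-GFP cells (1000/well, DMEM with 1% FBS) received compound, then TGF-beta at 500 pg/mL final, and were incubated 18 hours at 37 degrees C. Viability was read by CellTiter-Glo luminescence. Media-only wells were set as complete cell-killing and DMSO as no toxicity.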
CCT modulator = modulators of cytosolic chaperonin (CCT/TRiC) activity. AID 651819. activity change, % (concentration not given with the values), hits read low. hit rate 0.3% among 360,000. purified chaperonin ATPase assay, HTRF ADP detection, 30 min; in the data active means activity change below about -30%; further: on the % scale 0 is the no-effect control and ±100 the full control effect
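Nucleotide hydrolysis assay: TRiC at 20–40 nM final (set by batch activity) with 10 uM ATP, 30 min at 37 °C, in presence of 76 uM compound. Detection by competitive ADP HTRF, 30 min ambient.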
Nrf2 activator = Nrf2 pathway activation. AREc32 ARE-luciferase reporter (MCF7-derived line), luminescence, 24 h. Potency, µM (highest dose often 46.1 µM), without a hit: at the highest dose activation, usual class: activators. AID 624171. hit rate 0.31% among 410,000; further: potency means the concentration at half of the fitted maximal effect; % of control where 0% means no effect; nearly all actives have a fitted effect of over 65% in size
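Quantitative high-throughput format: AREc32 reporter cells, 1000 per well, received compound by pin transfer and were incubated 24 hr at 37 deg C, 5% CO2, before Steady-Glo luminescence detection.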
MmCpn inh = inhibitors of Methanococcus maripaludis chaperonin (MmCpn); purified Mm-Cpn ATPase, ADP Transcreener TR-FRET; Potency, µM (series often up to 76.9 µM), inactives show at the top dose activity, negative = inhibition, hits mostly inhibitors; hit rate 0.031% among 330,000; further: potency means the concentration at half of the fitted maximal effect; on the % scale 0 is the no-effect control and ±100 the full control effect; nearly all actives have a fitted effect of over 80% in size
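ATPase read-out: TR-FRET ADP immunoassay (anti-ADP Eu cryptate vs ADP-d2), ex 320 nm, em 590/665 nm; signal drops as ADP forms. Enzyme 25 nM, ATP 10 uM, 30 min at 37°C after 10 min compound preincubation.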
pAkt inh = inhibitors of Akt phosphorylation; hit rate 0.32% among 360,000; activity change, % for hits at 50 µM; Neuro2A IGF-stimulated pAkt S473 HTRF, 20 min; hits give low values; in the data active means activity change below about -80%; inconclusive means mostly about -51% to -80%; further: on the % scale 0 is the no-effect control and ±100 the full control effect
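Single-point screen (50 µM final compound) in Neuro2A cells stimulated 20 min with 6 nM IGF at 37 deg C. After lysis, Ser473-phosphorylated Akt read by HTRF (ex 330 nm, em 615/665 nm) as the 665/615 ratio.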
A549 tox = counter-screen for Nrf2 inhibitors: cytotoxicity in A549 cells | A549 ARE-Fluc cells, CellTiter-Fluor viability, 18-24 h | hit rate 0.16% among 390,000 | Potency, µM (top dose mostly 46 µM), inactives show top-dose activity change, negative = cytotoxicity, actives largely listed as inhibitors; further: potency means the concentration at half of the fitted maximal effect; on the % scale 0 is the no-effect control and ±100 the full control effect
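A549 ARE-Fluc cells in 5% FBS OPTI-MEM, 5000 cells/well, rested 2 h then exposed to compounds in concentration-response for 18-24 h at 37 °C. Viability by CellTiter-Fluor fluorescence (Ex 405/Em 525) after 30 min; luciferase luminescence (BugLite, 15 min, RT) read afterwards.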
TGFb inhibitor = blocks TGF-b signaling | HepG2 CAGA-GFP TGF-b/SMAD3 reporter, GFP fluorescence, 18 h; TGF-beta stimulated, 500 pg/mL final | AID 588855 | Potency, µM (titrated, usually from 46.1 µM), without a hit: top-dose activity, negative = inhibition, most hits filed as inhibitors | hit rate 1.2% among 410,000; further: potency means the concentration at half of the fitted maximal effect; on the % scale 0 is the no-effect control and ±100 the full control effect; nearly all actives have a fitted effect of over 65% in size
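Inhibition was scored as loss of TGF-beta-induced (500 pg/mL final, 18 hours, 37 degrees C) GFP in HEPG2 cells carrying a CAGA-GFP reporter, in DMEM with 1% FBS. Well GFP was summed per cell; Activity was normalised to unstimulated and stimulated DMSO wells, then concentration-response fitting.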
Abeta rescue = A-beta toxicity reversal in yeast | yeast expressing A-beta42, growth rescue, OD600, 48 h; response scale: 0% DMSO, 100% iron-clioquinol control | Potency, µM (highest dose often 46.1 µM), for inactives: at the highest dose growth rescue, most hits filed as activators | hit rate 0.063% among 410,000; further: potency means the concentration at half of the fitted maximal effect; nearly all actives have a fitted effect of over 55% in size
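Yeast A-beta toxicity model in growth medium with pinned compounds, 48 h at 30 C; growth read as absorbance at 600 nm. Normalized to FeCl3/clioquinol equimolar mix (positive) and DMSO (negative).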
Starred values were filed as active, the others as inactive; i = inactive; ? = inconclusive; · = no result given; & = joins results of further samples; [ ] = another dose, or the depositor's remark. Unless noted, the call rests on the fitted dose curve; in most records, active means well fitted curve in the direction sought with a large enough effect; inconclusive means small, poorly fitted or top-dose-only effect, or another doubt; inactive means no such curve, though single readings can be large; an effect the other way counts as inactive or inconclusive.

SMILES | Nrf2 inh | HepG2 tox | CCT modulator | Nrf2 activator | MmCpn inh | pAkt inh | A549 tox | TGFb inhibitor | Abeta rescue
Cc1cccc(NC(=O)CCCCC(=O)Nc2cccc(C)c2)c1 | 1% | 10% | -2.0 | -0.4% | · | i | 1% | -4% | -11%
NC(CSC(c1ccccc1)(c1ccccc1)c1cccc2ccccc12)C(=O)O (stereo not drawn) | 7% | 7% | -7.0 | -0.6% | · | i | -2% | 0% | 0%
COc1cc(=O)[nH]c(SCc2c(F)c(F)c(F)c(F)c2F)n1 | -22% | -13% | -0.3 | 0.2% | -3% | i | 1% | -25% | -5%
CN(c1ccccc1)c1ncnc2c1cnn2C | · | 3% | · | -0.5% | · | · | 6% | 10% | -9%
COc1cccc(Nc2nc(-c3sc(NC(=O)c4ccccc4)nc3C)cs2)c1 | -13% | -37% | 0.7 | 7.2% | ? | i | -11% | 5% | 1%
COc1ccc(C(=O)NC(=S)Nc2ccc3c(c2)Cc2ccccc2-3)cc1 | 15% | -4% | -2.8 | 0.0% | -2% | i | 1% | -5% | 4%
O=C(c1ccc2c(c1)N(Cc1ccccc1F)C(=O)c1ccccc1S2(=O)=O)N1CCCC1 | ? | -11%&1% | -2.0 | 0.5%&0.5% | 0% | · | 1%&-16% | 21%&-3% | -7%&3%
O=C(CCNS(=O)(=O)c1ccc(Br)cc1)NCC(c1cccs1)N1CCOCC1 (stereo not drawn) | · | -47% | -3.6 | -0.4% | · | i | · | ? | -6%
Fc1cccc(CO/N=C/c2c(-c3ccccc3)nc3ccc(Cl)cn23)c1 | ? | -9% | 0.8 | -0.3% | -1% | i | · | 5% | -8%
Cc1ccccc1C(=O)NC(=S)Nc1ccccc1C(F)(F)F | 24% | 2% | -4.2 | 2.3% | -3% | i | 4% | 9% | 22%
O=C(CCc1nnc2ccc(NCc3ccco3)nn12)N1CCN(c2ccccc2F)CC1 | -16% | -10% | -10 | 4.1% | 0% | i | -1% | -11% | 8%
CCN(CCCNC(=O)Cn1ncc2c([nH]c3ccc(C)cc32)c1=O)c1ccccc1 | ? | 0%&-30% | -1.9 | -0.1%&-0.8% | 3% | i | -1%&7% | 5%&0% | 10%&-22%
COc1ccc(C)cc1NC(=O)CCCNC(=O)Cn1cnc2sc(C)c(C)c2c1=O | -12% | -36% | -1.0 | -0.4% | ? | i | 0% | 0% | -13%
COc1ccc(C(=O)NC(=S)Nc2ccc3oc(=O)ccc3c2)cc1[N+](=O)[O-] | -27% | 0% | -3.1 | 0.4% | -8% | i | -13% | -4% | 8%
Cc1nc2sccn2c(=O)c1S(=O)(=O)N1CCN(c2ccc(F)cc2)CC1 | -6%&9% | -44%&6% | -0.7 | -0.5%&-0.5% | 1% | i | 3%&6% | -6%&17% | -6%&-3%

Shown with each value named: entries from further up
SMILES: Cc1nc2sccn2c(=O)c1S(=O)(=O)N1CCN(c2ccc(F)cc2)CC1
  Nrf2 inh: -6%&9%; HepG2 tox: -44%&6%; CCT modulator: -0.7; Nrf2 activator: -0.5%&-0.5%; MmCpn inh: 1%; pAkt inh: i; A549 tox: 3%&6%; TGFb inhibitor: -6%&17%; Abeta rescue: -6%&-3%
SMILES: O=C(c1ccc2c(c1)N(Cc1ccccc1F)C(=O)c1ccccc1S2(=O)=O)N1CCCC1
  Nrf2 inh: ?; HepG2 tox: -11%&1%; CCT modulator: -2.0; Nrf2 activator: 0.5%&0.5%; MmCpn inh: 0%; pAkt inh: ·; A549 tox: 1%&-16%; TGFb inhibitor: 21%&-3%; Abeta rescue: -7%&3%
SMILES: Fc1cccc(CO/N=C/c2c(-c3ccccc3)nc3ccc(Cl)cn23)c1
  Nrf2 inh: ?; HepG2 tox: -9%; CCT modulator: 0.8; Nrf2 activator: -0.3%; MmCpn inh: -1%; pAkt inh: i; A549 tox: ·; TGFb inhibitor: 5%; Abeta rescue: -8%

Following part
SMILES | Nrf2 inh | HepG2 tox | CCT modulator | Nrf2 activator | MmCpn inh | pAkt inh | A549 tox | TGFb inhibitor | Abeta rescue
COc1ccc(OC)c(/C=C2\SC(=S)N(Cc3cccnc3)C2=O)c1 | 27% | 2% | -1.1 | ? | 1% | i | 1% | ? | -2%
Cc1ccc(Nc2nc(C(N)=O)c(NC(=O)c3ccccc3Br)s2)cc1 | · | -55% | · | ? | · | · | 1% | -28% | 33%
CCOC(=O)C1CCN(C(=O)Nc2ccc3snnc3c2)CC1 | -1% | -9% | -6.3 | -0.6% | 1% | i | 12% | 2% | 14%
CCOC(=O)N1CCN(c2cc(NCCC(=O)O)c3c4c(onc24)-c2ccccc2C3=O)CC1 | -26% | -11% | -6.0 | -0.2% | ? | i | ? | 92%[activator] | -35%[inhibitor]
Cc1ccccc1OCCCN1C(=O)C(=O)c2cccc(C)c21 | 10% | -24% | -7.9 | 4.9% | -3% | i | 15% | ? | -51%[inhibitor]
CCOC(=O)c1c(NC(=O)c2cccs2)sc2c1CCC2 | -6% | 1% | -33* | -0.5% | ? | i | -3% | 4% | 6%
CN(c1ccccc1)S(=O)(=O)c1cccc(NC(=O)Cc2n[nH]c(=O)c3ccccc23)c1 | 16µM* | -23% | 0.1 | -0.4% | 2% | i | -9% | -16% | 8%
CC1(C(=O)NCc2cccs2)CCN1CCc1ccccc1 (stereo not drawn) | · | -21% | -4.3 | 0.1% | · | i | · | ? | -3%
O=C(CSc1nc2c([nH]c3ccccc32)c(=O)n1-c1ccccc1)N1CCCc2ccccc21 | · | -19% | · | 5.0% | · | · | 6% | -7% | -10%
Cc1c(OCC(=O)NC2CC(C)(C)NC(C)(C)C2)ccc2c1oc(=O)c1ccccc12 | 5% | -11% | 0.5 | 2.6% | 2% | i | -27% | 10% | -10%
CCCCc1c(O)nc(SCC(=O)NCCc2ccc(OC)c(OC)c2)[nH]c1=O | · | 23% | -2.4 | 0.0% | 0% | i | 3% | 12% | 0%[9.22 µM]
O=C(Cc1cccc(NC(=O)C2CCN(C(=O)CCc3ccccc3)CC2)c1)Nc1cccc(C(=O)N2CCOCC2)c1 | 12% | -16% | -0.8 | 0.5% | · | i | 6% | -15% | -6%
COc1ccc(-n2nc(C(=O)Nc3ccc(OC)c(OC)c3)c3c4ccccc4n(C)c3c2=O)cc1 | ? | -9% | -2.0 | 2.4% | -2% | i | -7% | -15% | 6%
CC1C(=O)N(Cc2cn(CCC3OCCCO3)nn2)CCS(=O)(=O)N1Cc1ccc(-c2ccc(F)nc2)cc1 (stereo not drawn) | · | 0% | -0.4 | -0.5% | · | i | · | 13% | -4%
CC(=O)NC(CC(=O)O)c1ccccc1 (stereo not drawn) | 1% | 12% | -0.5 | -0.4% | 1% | i | 7% | 3% | 4%

As entered above:
CCOC(=O)N1CCN(c2cc(NCCC(=O)O)c3c4c(onc24)-c2ccccc2C3=O)CC1 – CCT modulator = -6.0
NC(CSC(c1ccccc1)(c1ccccc1)c1cccc2ccccc12)C(=O)O (stereo not drawn) – Nrf2 activator = -0.6%

The results go on.
SMILES | Nrf2 inh | HepG2 tox | CCT modulator | Nrf2 activator | MmCpn inh | pAkt inh | A549 tox | TGFb inhibitor | Abeta rescue
O=C(Nc1nc2n(n1)C(c1ccc(F)cc1)C=C(c1ccccc1)N2)c1cccc([N+](=O)[O-])c1 (stereo not drawn) | ? | -11% | · | 6.9% | · | · | -2% | -25% | -3%
NC(=O)c1c(NC(=O)C2CCCO2)sc2c1CCCCC2 (stereo not drawn) | ? | -9% | -1.3 | 0.9%[9.22 µM] | -1% | i | -1% | -4% | 0%
Cc1ccc2cc3cc(C(=O)NCCC(C)C)oc3nc2c1 | ? | 0% | -5.0 | 2.0% | 3% | i | 1% | 0% | 15%
O=S(=O)(NCC(c1ccc2c(c1)OCO2)N1CCN(c2ccccc2)CC1)c1ccccc1 (stereo not drawn) | -18% | 5% | -1.1 | 0.4% | 1% | i | ? | -8% | 16%
COc1ccc(-c2nc(N3CCOCC3)nc3n[nH]c(N)c23)cc1 | ? | -49% | -3.1 | -0.7% | -1% | i | -8% | 11µM* | -5%
CCOc1ncccc1C(=O)Nc1ccc(F)c(F)c1 | 13% | -4% | -8.0 | 10.0% | 0% | i | 8% | -6% | -20%
COc1cc(-c2nnc(SCc3cc(=O)oc4cc(C)ccc34)o2)cc(OC)c1OC | 0% | -19% | -1.6 | 5.9% | -4% | i | -7% | 4% | -9%
O=C(Nc1cccc(F)c1)c1ccc(-n2cncn2)c2ccoc12 | · | 0% | 1.9 | 3.4% | · | · | · | 20% | -13%
CN1C2=NCCN2C(=O)c2ccccc21 | 8% | 4% | -1.0 | -0.3% | 2% | i | -3% | 1% | 17%
Cn1c(SCc2nnc(-c3ccc(F)cc3)o2)nnc1C1COc2ccccc2O1 (stereo not drawn) | -2% | 0% | -2.5 | 0.4% | 0% | i | 4% | -24% | 4%
CC(C)OP(=O)(c1ccc(N(C)C)cc1)C(Nc1ccccc1)c1cccnc1 (stereo not drawn) | 14% | -9% | -2.3 | -0.1% | -1% | i | 0% | -10% | 18%
CCCC(Oc1ccc(Br)cc1)c1nc2c3cc(OC)c(OC)cc3nc(=S)n2[nH]1 (stereo not drawn) | -7% | 6% | -1.0 | 3.9% | -1% | i | -4% | ? | 9%
O=C(CNCCc1ccc(Cl)cc1)Nc1ccc(C(=O)N2CCCCC2)cc1 | -23% | -11% | 0.5 | 4.4% | 0% | i | 1% | -32% | -14%
Cc1nc(-c2cc(C#N)c(Sc3cccc(C(F)(F)F)c3)nc2C)cs1 | -10% | -7% | -2.9 | 1.9% | 0% | i | 17% | -1% | 1%
O=C(NN=C1CCCC1)c1cccc(O)c1 | -9% | 6% | -5.1 | 2.8% | 2% | i | 8% | -7% | 7%
